Compound activity as filed in PubChem BioAssay.
ARNT TACC3 PPI – disrupts binding between human ARNT and TACC3; Q9Y6A5; AlphaScreen His-ARNT PAS-B/GST-TACC3 binding, luminescence; TACC3 fragment carries E629A point mutation; inhibition, % at 9.99 µM; actives 0.66% (n = 390,000); AID 623870;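 active = mean inhibition of replicates at least 50% and at least half of replicates each reaching 50%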;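 note: 0% = complete ARNT plus TACC3 wells and 100% = ARNT alone without TACC3; many hits fall short of the cut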
Cneo AK release – causes C. neoformans cell lysis. adenylate kinase release luminescence, 4 h; normalised: neutral wells 0, clomiphene wells 100. lysis activity, % at 15 µM. actives 0.2% (n = 360,000). AID 651654;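 active = mean lysis activity across replicates of at least 80%, whatever share of replicates individually reach that level; inactive = mean lysis activity below 80%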
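Signal: Adenylate kinase release luminescence | Assay system: Log-phase Cryptococcus neoformans yeast cells | Input: Cells at 5 × 10^6 per mL | Buffer or medium: Fresh YPD growth medium | Compound: Single dose | Schedule: Static 4 h at 37 °C with compound, 1 h detection | Controls: Clomiphene | Read-out: Luminescence rise reflecting yeast cell lysis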
GSIS activator – GLuc luminescence reporter in INS-1E cells, primary screen for activators of glucose-dependent secretion of insulin; AID 743287; INS-1E GLuc reporter insulin secretion, 2-3 h; activation, % at 16.6 µM; actives 0.61% (n = 370,000);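 active = lowest replicate activation of at least 40%, so every replicate reaches that level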;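 note: 0% = median of neutral control wells and 100% = median of IBMX positive control wells; some compounds called inactive have numbers as strong as hits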
PGC1a acetyl inh – lowers PGC1a acetylation signal in U2OS cells. inhibition, % at 15.6 µM. AlphaScreen anti-acetyl-lysine; with virally co-expressed GCN5 acetyltransferase. actives 0.17% (n = 350,000);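 active = every replicate shows inhibition of at least 40%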;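 note: 0% = neutral control wells and 100% = positive control wells; some results beyond the cut were filed as inactive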
PAX8 inh HTS – inhibitors of PAX8 transcriptional activity in RMG-I cells; RMG-I TPO-luciferase reporter, SteadyGlo, 24 h; inhibition, % at 12.6 µM; actives 1.2% (n = 360,000);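 active = mean replicate inhibition at least 60% with every replicate also reaching 60%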;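 note: luciferase light reporting Pax8 driven TPO promoter activity; plate controls were median of neutral control wells for no effect and mitoxantrone controls for full effect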
PglD DTNB – PglD (C. jejuni) enzyme inhibition; AID 602405; inhibition, % at 12.5 µM; purified PglD enzyme, DTNB colorimetric CoA detection; actives 0.098% (n = 360,000); in the data active = inhibition above about 16%, passing the limit was not always enough; note: strong numbers were not always called active
C2C12 statin – suppressors of simvastatin-induced myotoxicity in C2C12 myotubes | ATP luminescence, 48 h; scaled: DMSO 0, geranylgeraniol control 100 | rescue of ATP level, % at 7.49 µM | actives 0.78% (n = 330,000) | AID 602340;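 active = mean ATP rescue above about 67%, or every replicate alone reaching that limit, limit read from the data, passing the limit was not always enough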;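 note: myotubes were challenged with 10 µM simvastatin during compound exposure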
LGR2 inh – Drosophila LGR2 receptor signaling inhibition | inhibition, % at 9.99 µM | AID 720647 | actives 0.35% (n = 380,000) | HEK293 LGR2, CRE-luciferase, bursicon-stimulated, 4 h;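 active = drop in luminescence signal, shown as inhibition above about 50% in the replicate tests, limit read from the data, passing the limit was not always enough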;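 note: agonist challenge used bursicon conditioned medium at about half maximal strength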
The depositor's hits bear a star; nt = no result given.

SMILES | ARNT TACC3 PPI | Cneo AK release | GSIS activator | PGC1a acetyl inh | PAX8 inh HTS | PglD DTNB | C2C12 statin | LGR2 inh
O=C(COC(=O)c1ccc(=O)[nH]c1)Nc1cccc(S(=O)(=O)N2CCOCC2)c1 | -3 | -1 | -3 | 24 | 8 | -4 | 9 | 15
C[C@@H]1CN([C@H](C)CO)S(=O)(=O)c2ccc(C#CC3CCCC3)cc2O[C@H]1CN(C)S(C)(=O)=O | -1 | -5 | -13 | -2 | nt | -2 | -37 | 18
Cc1ccc(C)c(NCCCCCCCC(=O)O)c1 | nt | 0 | -6 | -4 | 6 | -7 | 5 | 1
COc1ccc(/C=C2/C(=O)N(c3ccccc3)N=C2C)c(OC)c1 | 1 | -1 | nt | 17 | 19 | 1 | 4 | nt
COc1cccc(NC(=O)N2[C@@H](CO)[C@@H](c3ccccc3)[C@@H]2CNC(C)C)c1 | 6 | 1 | -13 | -9 | 13 | 0 | -11 | 17
CO[C@H]1CN(C)C(=O)c2ccc(NC(=O)Nc3ccc(Cl)cc3)cc2OC[C@@H](C)N(C)C[C@@H]1C | 2 | -2 | -4 | nt | 1 | 2 | -22 | -6
N#C[C@H]1[C@H](c2ccccc2)[C@@H](CO)N1C(=O)c1ccc2c(c1)OCO2 | -6 | -2 | 0 | 0 | -13 | -1 | 4 | 15
CN(C)Cc1ccccc1Sc1ccccc1Br | -3 | 2 | -7 | -1 | nt | 1 | nt | -16
COC(=O)c1oc2ccccc2c1N | 3 | 5 | nt | 4 | -17 | -3 | -3 | nt
CCNC(=O)[C@@H]1[C@@H](CO)[C@@H]2Cn3c(ccc(C4=CCCC4)c3=O)[C@H]1N2Cc1cccnc1 | 14 | 0 | 1 | nt | -5 | 0 | -9 | -4
CC(C)(C)c1ccc(-c2nnc3sc(-c4ccncc4)nn23)cc1 | 0 | -2 | 28 | -7 | nt | 24* | 20 | nt
CCCn1c(SCC(=O)Nc2nc(C)cs2)nnc1-c1cccnc1 | 17 | -1 | nt | 46 | nt | -6 | -2 | nt
C[C@@H]1CCCCO[C@@H](CN(C)C(=O)Nc2cccc3ccccc23)[C@@H](C)CN([C@H](C)CO)C(=O)c2cc(NS(C)(=O)=O)ccc2O1 | 2 | 0 | -1 | 38 | -11 | 2 | nt | -3
C[C@H](CO)N1C[C@H](C)[C@H](CN(C)C(=O)Nc2ccccc2)Oc2ncc(C#Cc3ccccc3)cc2C1=O | 9 | 4 | -23 | -7 | 0 | 2 | 14 | 1
NC(=S)n1[nH]c(-c2ccc([N+](=O)[O-])cc2)c(N=Nc2ccc(O)cc2)c1=O | 7 | 5 | -24 | 0 | 11 | 3 | 1 | nt
COc1cc(C(=O)NC(=S)NC(C)C)cc(OC)c1OC | 2 | nt | 3 | nt | 8 | nt | nt | -2
C[C@H]1CN([C@@H](C)CO)C(=O)c2cccc(NC(=O)NC3CCCCC3)c2O[C@H]1CN(C)C(=O)Nc1ccc(C(F)(F)F)cc1 | 8 | -6 | -8 | 3 | 11 | 3 | -97 | 6
O=C(OCCN1CCOCC1)c1ccccc1 | -7 | -1 | -3 | nt | -3 | -4 | 2 | 7
O=C(Nc1ccccc1)c1ccc(S(=O)(=O)N2CCCCC2)cc1 | -8 | -1 | -12 | -2 | -8 | 3 | -12 | 5
O=C(COC(=O)C1(c2ccccc2)CCCC1)N1CCNC1=O | 2 | 0 | 13 | 4 | 17 | -2 | 45 | 5
O=C(Nc1ccc(C(F)(F)F)cc1)c1ccc(NC(=O)C2CCCO2)cc1 (stereo not drawn) | 6 | -1 | nt | nt | nt | -1 | -4 | nt
COc1ccc(CCNc2nc(C)cc(C)c2C#N)cc1OC | 5 | -6 | 3 | 8 | 5 | -2 | -1 | -34
CN1C[C@@H]2C[C@@H](C3=Cc4cc(Cl)ccc4OC3)N3CCC[C@@]23C1=O | 4 | -7 | -6 | 24 | -30 | -5 | 7 | 16
COc1ccc(C#Cc2ccc([C@H]3[C@H]4CN(Cc5ccccc5F)CCCCN4[C@H]3CO)cc2)cc1 | 9 | 2 | -8 | -20 | -42 | -7 | 17 | -41
COCCOC(=O)c1c(C)nc(SCC(=O)Nc2ccc(OC)cc2)c(C#N)c1-c1ccco1 | -4 | 3 | nt | 2 | nt | nt | -6 | nt
O=C(Nc1ccccc1)Nc1ccc(F)c([N+](=O)[O-])c1 | 13 | nt | -30 | nt | -42 | nt | nt | -11
Cc1cccc(NC(=O)c2cc(-c3cc(Cl)ccc3O)n[nH]2)c1 | -7 | 2 | nt | -4 | nt | 1 | -10 | nt
CC(NCC(=O)Nc1ccccc1C(=O)NC1CC1)c1ccc(S(N)(=O)=O)cc1 (stereo not drawn) | 12 | 0 | 3 | 3 | -4 | -7 | 4 | 10
COc1cc(C(=O)OCCn2c(=O)c3c(ncn3CCN(C)C)n(C)c2=O)cc(OC)c1OC | -1 | -4 | 1 | nt | -12 | 3 | nt | 2
O=C(Nc1nc2ccccc2[nH]1)c1ccc(Cl)cc1 | 3 | -3 | 3 | nt | -25 | -4 | -40 | 57*
C[C@H]1CN([C@@H](C)CO)C(=O)c2ccccc2-c2ccccc2CO[C@@H]1CN(C)C(=O)[C@@H]1CCCN1C | -9 | -3 | 5 | 4 | 7 | 4 | -12 | 12
Cc1ccc(S(=O)(=O)c2c(N)n(Cc3ccco3)c3nc4ccccc4nc23)cc1 | -22 | nt | nt | -6 | 12 | 6 | -6 | nt
COc1cccc(S(=O)(=O)N2CCCCN3[C@H](C2)[C@H](c2ccc(C#CC(C)C)cc2)[C@@H]3CO)c1 | -6 | 0 | -10 | -13 | 70* | -1 | nt | 32
CC(C)CCC(C(=O)NC(C)c1ccccc1)C(=O)NC(C)c1ccccc1 (stereo not drawn) | 5 | -3 | 12 | -4 | -3 | -4 | -7 | 8
COc1cccc(COC(=O)c2cc(=O)[nH]c3ccc(S(=O)(=O)N4CCOCC4)cc23)c1OC | 3 | -4 | -2 | 6 | 20 | -3 | 22 | 0
C/C(=C(\C#N)C(=O)NC1CCCCC1)N(C)C | -8 | 2 | nt | 0 | nt | -4 | -7 | nt
COc1cccc(OCc2nnc(-c3cccs3)o2)c1 | -16 | 2 | -5 | -4 | -42 | 1 | 7 | -34
COc1cc2c(cc1NC(=O)COCC(=O)O)oc1ccccc12 | 1 | 1 | 24 | 2 | -4 | -1 | 0 | 13
CCN(CC)CCCN(Cc1cc2cc3c(cc2[nH]c1=O)OCCO3)C(=O)Nc1ccc(F)cc1 | -4 | 8 | nt | -10 | nt | -84 | nt | nt
COc1ccc(C(=O)NCc2nnc(SCC(=O)Nc3cc(OC)ccc3OC)o2)cc1 | 23 | 0 | 2 | 7 | -6 | 0 | 8 | 7
Cc1c(NC(=O)C(C)OC(=O)c2cc(-c3cccc4ccccc34)nc3ccccc23)c(=O)n(-c2ccccc2)n1C (stereo not drawn) | 2 | nt | -8 | nt | -6 | nt | nt | 7
CCOC(=O)C1CCN(c2c(NCc3ccc(C(=O)NCCC(C)C)cc3)c(=O)c2=O)CC1 | 2 | 0 | nt | 4 | nt | -6 | 6 | nt
CC(OC(=O)c1cc(=O)[nH]c2ccccc12)C(=O)N1C(C)CCCC1C (stereo not drawn) | 2 | 0 | -1 | -1 | 23 | 2 | 14 | -10
COc1cccc(C2C3=C(CCCC3=O)Nc3[nH]n(-c4ccccc4)c(=O)c32)c1 (stereo not drawn) | -22 | nt | 7 | -2 | 0 | nt | nt | 3
CN(CC(=O)Nc1ccc(N2CCOCC2)cc1)C(=O)c1cccc(Cl)c1Cl | -3 | 1 | -1 | nt | -4 | -1 | 2 | -11
CCC(=O)Nc1ccc2c(c1)OC[C@H](C)N(CC1CCOCC1)C[C@@H](C)[C@@H](OC)CN(C)C2=O | -12 | 0 | 23 | 7 | 6 | -2 | -2 | 17
Cc1cccc(OCCNC(=O)c2cc(-n3cnnc3)ccc2Cl)c1 | 1 | 2 | nt | 1 | nt | 8 | -1 | nt
CCCNC(=O)c1onc(CSc2ccc(F)cc2)c1C(=O)NCCC | -2 | 7 | -37 | nt | -2 | -3 | 4 | 12
O=C(CCNC(=O)c1ccc(Cl)cc1)Nc1ccccc1Cl | -10 | -1 | 5 | -1 | 2 | -2 | 6 | 9
CN(CC(=O)Nc1ccc(Cl)c(C(F)(F)F)c1)C(=O)c1cc(-c2ccncc2)nc2ccccc12 | 5 | 1 | -18 | -6 | 6 | 5 | -38 | 12
COC(=O)[C@H]1[C@H](CO)[C@H]2Cn3c(ccc(-c4ccccc4OC)c3=O)[C@H]2N1C(=O)c1cnccn1 | -2 | 0 | 3 | nt | -1 | 4 | 10 | 1
CCc1ccccc1N(C(=O)Cn1nnc2ccccc21)C(C(=O)NCCOC)c1ccco1 (stereo not drawn) | -6 | 2 | nt | -4 | 8 | -4 | nt | nt
CCC(CC)c1nnc(NC(=O)C2=COCCO2)s1 | -6 | nt | 16 | nt | -66 | nt | -5 | -24
O=C(Cn1ccccc1=O)Nc1ccc(Cl)c(S(=O)(=O)N2CCCCC2)c1 | 21 | 1 | -20 | -7 | 6 | 5 | 3 | 11
CCC1CSC(Nc2ccc(C(=O)/C=C/c3ccc(OC)c(OC)c3)cc2)=N1 (stereo not drawn) | -1 | 0 | -28 | 7 | 5 | -5 | -12 | 42
C=C(C)c1ccccc1NC(=O)CCN1C(=O)c2ccccc2S1(=O)=O | 13 | -2 | 14 | nt | 11 | -4 | -3 | 26
COc1ccc(S(=O)(=O)N2CCC3(CC2)OCCN3S(=O)(=O)c2c(C)cc(C)cc2C)cc1 | -4 | -3 | -1 | 3 | 39 | -1 | 0 | -4
O=C(Nc1cccc(O)c1)c1ccccc1 | -1 | -3 | nt | -27 | nt | -2 | -6 | nt
O=[N+]([O-])c1cc(C(F)(F)F)ccc1NCCc1ccccn1 | 4 | nt | 13 | -3 | -25 | nt | nt | -30
CC(C)NC(=O)N(C)C[C@H]1OCCCC[C@@H](C)Oc2ccc(NC(=O)NC3CCCCC3)cc2C(=O)N([C@H](C)CO)C[C@H]1C | 2 | -3 | -16 | 1 | 23 | 0 | -20 | -17

Next part.
SMILES | ARNT TACC3 PPI | Cneo AK release | GSIS activator | PGC1a acetyl inh | PAX8 inh HTS | PglD DTNB | C2C12 statin | LGR2 inh
O=C(C[C@@H]1CC[C@H]2[C@@H](COC[C@@H](O)CN2C(=O)c2ccc(F)cc2)O1)N1CCOCC1 | -8 | -1 | -2 | 5 | -11 | -2 | -1 | 7
Cc1[nH]c(=O)[nH]c(=O)c1S(=O)(=O)N1CCCC(C(=O)NCCC2=CCCCC2)C1 (stereo not drawn) | 0 | nt | -1 | -5 | 6 | nt | nt | -10
CCC[C@@H]1CCCO[C@@](C(=O)NCc2ccc(S(C)(=O)=O)cc2)(C(F)(F)F)C1 | nt | -1 | -19 | nt | -16 | 1 | -17 | 1
Cc1cccc(-n2c(SCC(N)=O)nc3c(c2=O)C2(CCCC2)Cc2ccccc2-3)c1 | 12 | 1 | -44 | 1 | nt | -3 | nt | 14
COc1ccc(/C=C/C(=O)Nc2cc(C(F)(F)F)ccc2Cl)cc1OC | -22 | 0 | -31 | -2 | 3 | -14 | nt | 2
Cc1nn(CC(=O)NCc2ccccc2Cl)c(C)c1[N+](=O)[O-] | -3 | 1 | 9 | 8 | nt | -3 | -2 | 1

Entries listed so far shown as hits in LGR2 inh:
| mol | ARNT TACC3 PPI | GSIS activator | PGC1a acetyl inh | PglD DTNB | LGR2 inh |
| --- | --- | --- | --- | --- | --- |
| O=C(Nc1nc2ccccc2[nH]1)c1ccc(Cl)cc1 | 3 | 3 | nt | -4 | 57* |

Hits appear at their usual frequency; overall some 2.9% were active at least once.
